Screening results as filed in PubChem BioAssay.
TcdB GH inh: TcdB glycohydrolase inhibition; P18177; TcdB glycohydrolase enzymatic assay, plate reader; inhibition, % at 9.99 µM; actives 0.24% (n = 350,000); in the data active = inhibition above about 10%
BoNT-F LC inh: inhibitors of Botulinum neurotoxin F light chain protease; actives 0.22% (n = 360,000); Multiplex microsphere protease cleavage assay, flow cytometry; inhibition, % at 10 µM; in the data active = inhibition above about 35%, passing the limit was not always enough; inconclusive = no clear call, values can overlap the other calls; note: plate controls were buffer without enzyme for full effect and enzyme alone for no effect
Y pestis TopoI: inhibitors of Yersinia pestis topoisomerase I; Y. pestis Topo-I cleavage product accumulation, plate reader; activity, % at 10 µM; actives 0.064% (n = 360,000); AID 504884; in the data active = activity above about 50%, passing the limit was not always enough; inconclusive = no clear call, values can overlap the other calls; note: inactives centre near 2
CCHFV vOTU inh: CCHFV vOTU protease inhibition | Pep-AMC fluorescence | inhibition, % at 11.5 µM | actives 0.55% (n = 370,000) | AID 651958; in the data active = inhibition above about 30%; note: 0% = vehicle wells with enzyme and 100% = no enzyme wells
PfHsp40 rescue: restores yeast growth despite PfHsp40 toxicity; S. cerevisiae expressing PfHsp40, growth rescue, ATP luminescence; growth rescue, % at 12.5 µM; actives 0.68% (n = 340,000); in the data active = growth rescue above about 28%, passing the limit was not always enough; inconclusive = no clear call, values can overlap the other calls;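 note: yeast W303a lacking pdr1 and pdr3 grown in galactose medium; growth measured after three days at 30 °C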
PrPC surface inh: reduces human prion protein on the cell surface; AID 720596; cell surface PrPC, TR-FRET read-out; inhibition, % at 13.8 µM; actives 0.43% (n = 370,000); P04156; in the data active = inhibition above about 24%; note: 0% = median of the test wells and 100% = reference compound wells
BoNT A protease: blocks Botulinum neurotoxin A light chain protease; multiplex microsphere protease substrate cleavage, flow cytometry; inhibition, % at 10 µM; actives 0.17% (n = 360,000); AID 588499; note: plate controls were buffer without enzyme for full effect and enzyme alone for no effect
FadD28 FP inh: blocks FadD28 binding to the bisubstrate probe; fluorescence polarization; inhibition, % at 12.5 µM; actives 0.22% (n = 360,000); AID 588549; in the data active = inhibition above about 8.5%, passing the limit was not always enough; inconclusive = no clear call, values can overlap the other calls
Anthrax LF prot: anthrax lethal factor protease inhibition. P15917. multiplex microsphere protease cleavage assay, LF. inhibition, % at 10 µM. actives 0.12% (n = 360,000). AID 588501; note: plate controls were buffer without enzyme for full effect and enzyme alone for no effect
* = called active by the depositor; ? = inconclusive; . = no result given; & = joins results of further samples. Cut-off read from the data, not from the text of the source, unless noted: active = inhibition above about 30%; inconclusive = no clear call, values can overlap the other calls; inactive = below that.

SMILES	TcdB GH inh	BoNT-F LC inh	Y pestis TopoI	CCHFV vOTU inh	PfHsp40 rescue	PrPC surface inh	BoNT A protease	FadD28 FP inh	Anthrax LF prot
CCC(=O)OCC(=O)Nc1cc([N+](=O)[O-])ccc1Cl	-0.6	-4	10	0	-1.0	-5	-0.7	-0.1	-1
Nc1nnc(CCc2ccccc2)s1	.	-9	3	-2	-2.4	-2	0.7	-3.8	-32
COc1ccc(NC(=O)COC(=O)C2COc3ccccc3O2)cc1OC (configuration not stated)	0.7	-1	3	-17	.	10	-0.3	0.7	0
Cc1ccc(-c2noc(CCC(=O)NCc3ccco3)n2)cc1	.	-2	0	-5	0.2	1	0.2	-2.2	-3
COc1ccccc1CNS(=O)(=O)c1ccc2c(c1)N(C(C)=O)CCO2	0.3	4	-5	3	1.0	-5	0.9	-0.2	2
COc1ccc(/C=N/NC(=O)C(=O)NCc2cccnc2)cc1	0.4	3	-1	16	0.1	8	0.0	-2.2	-1
COc1ccccc1C(NC(=O)C1CCN(CCOc2ccc3ccccc3c2)CC1)c1ccccn1 (configuration not stated)	-2.3	-14	21	4	.	-17	-0.8	-0.1	1
CCOC(=O)n1cc(C(=O)c2ccccc2O)cn1	0.2	4	4	3	2.8	0	0.8	-1.0	3
COC(=O)C1(C(=O)OC)C(C(=O)c2ccccc2)C1c1ccccc1 (configuration not stated)	1.1	-7	16	9	0.1	-1	0.3	0.0	-6
CC(C)Nc1nc(NC(C)C)nc(N(C)n2cnnc2)n1	.	24	-2	1	0.9	2	1.4	-3.3	3
CC(=O)N1CCN(c2ccc(Nc3nc(C)nc4c3oc3ccccc34)cc2)CC1	.	-6	-3	12	0.0	4	1.0	-2.7	-6
O=C(O)C1(P(=O)(c2ccc(Cl)cc2)c2ccc(Cl)cc2)CCCC1	1.8	-4	-6	-4	-0.6	2	-0.4	-1.1	-1
COc1ccccc1NC(=O)C(C)OC(=O)C1CCN(S(=O)(=O)c2ccccc2C(F)(F)F)CC1 (configuration not stated)	0.2	-6	8	8	-0.3	4	0.6	0.4	-2
CCn1c(=O)c([N+](=O)[O-])c(NC2CCS(=O)(=O)C2)c2ccccc21 (configuration not stated)	1.5	-2	0	-3	-1.3	-11	-0.1	0.6	-5
CCOC(=O)c1c(CN2CCOCC2)n(C)c2cc(Br)c(O)c(CN(C)C)c12	-2.7&-11	-3&-8	5&-7	1&17	-1.1&-0.6	2&-10	?	1.5&1.1	-1&-1
CCNc1ccc(S(=O)(=O)N(C)C)cc1NCC(=O)Nc1ccc(F)c(Cl)c1	.	-17	-10	5	-0.2	7	-0.4	2.6	-2
COc1ccc2c(c1OC)C(=O)OC2N1C(=O)CC[C@H]1C(=O)Nc1ccc(F)cc1F (some centres not stated)	0.3	-5	-1	-3	-0.2	4	0.5	-3.2	-4
CCOc1ccc(-c2n[nH]c(C)c2Oc2ccc(OC)cc2)c(O)c1	.	-4	-3	8	-0.5	2	0.0	-6.5	-7
COc1ccccc1C(CCNCc1ccc(N(C)C)cc1)c1ccc(OC(C)C)cc1 (configuration not stated)	1.2	-43	-1	33*	-2.7	14	-2.4	0.1	-20
COCC(=O)N(Cc1cc2cc(OC)ccc2[nH]c1=O)c1ccccc1OC	.	-12	-7	1	0.1	7	-0.6	2.0	-6

One compound at a time, from the list above. Screens in order: TcdB GH inh | BoNT-F LC inh | Y pestis TopoI | CCHFV vOTU inh | PfHsp40 rescue | PrPC surface inh | BoNT A protease | FadD28 FP inh | Anthrax LF prot
CCOC(=O)n1cc(C(=O)c2ccccc2O)cn1 is listed with 0.2 | 4 | 4 | 3 | 2.8 | 0 | 0.8 | -1.0 | 3
COc1ccc(NC(=O)COC(=O)C2COc3ccccc3O2)cc1OC (configuration not stated) is listed with 0.7 | -1 | 3 | -17 | . | 10 | -0.3 | 0.7 | 0
COc1ccc2c(c1OC)C(=O)OC2N1C(=O)CC[C@H]1C(=O)Nc1ccc(F)cc1F (some centres not stated) is listed with 0.3 | -5 | -1 | -3 | -0.2 | 4 | 0.5 | -3.2 | -4
CCC(=O)OCC(=O)Nc1cc([N+](=O)[O-])ccc1Cl is listed with -0.6 | -4 | 10 | 0 | -1.0 | -5 | -0.7 | -0.1 | -1
COc1ccccc1C(NC(=O)C1CCN(CCOc2ccc3ccccc3c2)CC1)c1ccccn1 (configuration not stated) is listed with -2.3 | -14 | 21 | 4 | . | -17 | -0.8 | -0.1 | 1

(further entries)
SMILES	TcdB GH inh	BoNT-F LC inh	Y pestis TopoI	CCHFV vOTU inh	PfHsp40 rescue	PrPC surface inh	BoNT A protease	FadD28 FP inh	Anthrax LF prot
COc1cc2ncc(C(=O)c3ccccc3)c(N3CCN(Cc4ccccc4)CC3)c2cc1OC	1.5	-8	8	.	54*	.	-0.2	-0.5	-10
CN1CCC[C@H]1CCNc1ccc2c(=O)c3ccccc3n(C)c2c1	-2.3	-10	-12	-244	1.5	0	-0.1	-1.3	0
Fc1ccc(C2=Nn3c(Cc4ccccc4F)nnc3SC2)cc1	.	-5	-10	6	-1.4	5	-0.5	-0.5	1
CC1CN(C(=O)c2cc(-c3ccc(Cl)s3)nc3ccccc23)CC(C)O1 (configuration not stated)	0.6	-12	11	-10	.	4	3.9	-0.5	2
COc1ccc(N=Nc2[nH]c3ccc(C)cc3c2O)cc1	.	-1	-1	-8	-1.6	-7	-0.4	-2.3	-3
COc1ccc(NC(=O)c2c(F)c(F)c(F)c(F)c2F)cc1Cl	.	-5	6	-1	0.1	-7	0.8	-0.4	2
COc1cc(C2NC(=O)NC(C)=C2C(=O)OCC2CCCO2)cc(OC)c1OC (configuration not stated)	0.8	-5	-1	-2	-1.1	1	0.1	-0.7	0
CCOc1cc(CN2CCC(CO)(Cc3cccc(C(F)(F)F)c3)CC2)ccc1OC	.	-2	-3	-6	-0.8	-14	-0.2	-6.8	-3
COc1ccc(NC(=O)c2ccc3nc(-c4ccccc4)c(-c4ccccc4)nc3c2)c(OC)c1	0.9	-2	-3	7	-0.4	-1	0.0	-0.4	2
O=C(CC(Nc1ccc(F)cc1)c1ccccc1)c1ccccc1 (configuration not stated)	.	2	-5	1	0.6	5	0.1	-1.4	-1
CC(=O)Nc1ccc(Cl)cc1C1COC(=O)C1=N (configuration not stated)	0.9	-6	-6	0	-0.9	-5	-0.5	-3.3	1
c1ncn(C23CC4CC(CC(C4)C2)C3)n1	.	-2	2	9	-0.7	6	0.6	0.4	0
CCOc1cc(/C=C/c2nc3ccccc3s2)ccc1OCC(=O)N1CCOCC1	.	7	12	-30	1.6	-1	-0.1	-1.9	1
O=C(Oc1cccc(NC(=O)c2cccs2)c1)c1cccc(S(=O)(=O)N2CCCC2)c1	.	-1	-1	7	1.1	5	0.0	-0.2	1
CSc1ncccc1C(=O)OC(C)C(=O)Nc1cccc(S(=O)(=O)N2CCOCC2)c1 (configuration not stated)	-3.4	-6	13	5	12	9	-0.3	0.2	2
Cc1cc(Nc2ccccc2F)n2ncnc2n1	1.2	9	5	-2	-0.2	17	0.5	-0.8	-8
Cc1cc(Cl)n2ncc(-c3ccccc3)c2n1	1.6	-6	-3	-2	0.4	3	-0.8	-1.5	7
CCN1C(=O)C(C(=O)c2ccccc2)SC1=S (configuration not stated)	.	2	-7	.	-0.7	.	-0.5	0.5	-11
O=C(Cc1ccc(S(=O)(=O)N2CCCCC2)s1)Nc1cccc2ccccc12	.	-17	9	-8	-1.1	4	1.1	0.1	1
Cc1cc(C)n(-c2nc3nonc3nc2-n2nc(C)cc2C)n1	.	-7	-3	4	0.7	0	-0.3	-1.9	0
CCc1ccc(CN2CCC(n3nccc3NC(=O)Cc3ccccc3)CC2)o1	1.0	6	5	-6	-0.3	7	0.2	-1.9	2
COCCN(CC1CCCN(C2Cc3ccccc3C2)C1)C(=O)CCC(N)=O (configuration not stated)	0.6	-12	27	6	0.3	-8	-1.8	-1.3	0
O=C(CSc1nnc(-c2cccnc2)o1)Nc1ccc(Br)cc1	0.8	-16	9	11	0.2	7	-0.9	-1.7	-1
COc1ccc(CNC(=O)C2CCN(S(=O)(=O)c3cccc4nsnc34)CC2)cc1	-9.6	-4	-2	2	-0.9	-23	-0.6	0.3	-3
O=C(NCCc1c[nH]c2ccccc12)Nc1cccc2ccccc12	.	6	-9	9	1.8	1	-0.3	0.5	0
CC(NC(=O)COC(=O)/C=C/c1ccc(Cl)cc1)c1ccccc1 (configuration not stated)	-0.2	-6	16	0	32*	7	-1.0	-1.4	-1
CCOCCCNC(=O)NC12CC3CC(CC(C3)C1)C2	-0.3	-11	5	-20	-0.1	2	-1.1	-1.9	-2
COc1ccc(CN2CCN(C(=O)COc3cccc(C)c3)CC2)c(OC)c1	.	-2	21	6	-0.4	-2	-0.4	0.6	-14
O=c1cc(Cc2nnc(SCc3ccccc3)n2-c2ccc(Cl)cc2)[nH]c(=O)[nH]1	-3.9	-7	-5	10	-0.8	9	-0.1	-1.8	-2
CCN(CCC(=O)Nc1ccc(Br)c(C)c1)Cc1ccccc1	.	-1	21	8	-1.2	3	0.3	-6.2	-1
Cc1ccc(C2(c3ccccc3)NC(=O)N(CC(=O)NC3CCS(=O)(=O)C3)C2=O)cc1C (configuration not stated)	1.3	-7	-2	1	0.8	7	-3.4	-1.5	-2
CC(OC(=O)CCC1CCCC1)C(=O)Nc1ccccc1[N+](=O)[O-] (configuration not stated)	1.7	-4	35	8	1.1	-2	3.0	-3.2	1
CCC1CN(C(=O)N2CCC(C(=O)NCc3ccco3)CC2)c2cc(C)ccc2O1 (configuration not stated)	1.9	-2	18	4	-0.8	10	-0.1	-0.3	-4
CCCCc1c(C(=O)O)cc(OC)cc1C(=O)O	.	-10	-4	-4	-0.8	0	0.3	-2.4	-5
O=C(C1COc2ccccc2O1)N1CCN(Cc2ccc3c(c2)OCO3)CC1 (configuration not stated)	.	6	18	4	1.3	6	0.4	-3.2	-1
CC1(C(=O)NS(=O)(=O)c2ccc(Cl)s2)CCN1C(=O)C1CCCCC1 (configuration not stated)	0.4	-2	7	-4	.	8	-0.2	-3.6	1
Cc1nc(C)c(C(=O)NCc2ccc(Cl)cc2)o1	1.3	-3	-7	.	-0.6	.	0.1	-2.8	2
CCOC(=O)C1(Cc2ccc(OC)cc2)CCN(C(=O)c2ccoc2C)CC1	0.1	-5	15	-12	-1.5	3	-1.0	-3.5	-2
Cc1cccc(S(=O)(=O)Nc2nc3ccccc3nc2NCC2CCCO2)c1 (configuration not stated)	0.6	0	15	-10	-1.4	4	0.3	-2.1	-1
CCS(=O)(=O)Nc1cccc(C2=NN(C(C)=O)C(c3cccs3)C2)c1 (configuration not stated)	2.3	8	3	8	0.5	6	0.0	2.2	6
CCN(CC)S(=O)(=O)c1ccc2[nH]cc(C(=O)NCCCN3CCCCC3)c(=O)c2c1	-6.3	-3	0	8	3.2	0	0.9	-2.8	4
Cc1cccc(C)c1NC(=O)CC(C)c1ccccc1 (configuration not stated)	-0.8	-40	-5	5	-0.7	6	-5.2	-0.4	4
Cc1ccc(NS(=O)(=O)c2cccc3nsnc23)cc1	3.1	-10	3	4	-1.0	-17	-0.4	-2.7	-4
CC(=O)N1CCc2cc(S(=O)(=O)NC(C(=O)N3CCN(c4ccccc4F)CC3)C(C)C)ccc21 (configuration not stated)	1.6	-5	0	-5	-1.4	3	0.7	-2.6	-10
COc1ccc(-c2cc(C(=O)N(C)Cc3ccccc3F)c3ccccc3n2)cc1OC	0.9	8	7	6	3.1	2	2.6	-4.2	-1
COc1ccc(C)cc1S(=O)(=O)Nc1cccc(C)c1	-0.5	-3	1	-1	0.0	1	-0.3	-0.5	1
NS(=O)(=O)c1ccc(CCNC(=O)c2ccc(Cl)nc2)cc1	2.0	-6	-2	3	-1.9	3	-1.0	-3.0	-12
CCc1cc(C(=O)NNC(=S)Nc2ccccc2C)cs1	.	8	2	2	1.1	5	-0.7	-4.3	-6
Cc1ccc(C(=O)NNC(=O)c2ccccc2)cc1S(=O)(=O)N1CCCCC1	-1.1	-3	-1	-12	1.0	13	-0.4	-4.1	-5
